# Screening data (PubChem BioAssay)
# AddAB inh – less growth of phage-infected E. coli with AddAB; E. coli expressing H. pylori AddAB, absorbance growth; inhibition, % at 11.9 µM; 0.29% of 330,000 active; in the data active = inhibition above about 12%;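 also: 0% = vehicle wells of infected cells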
# HTR5A inv ctr – HTR5A inverse agonism, opioid heterodimer counter-screen; P47898; HTR5A cell line, luminescence; inhibition, % at 9.3 µM; 0.083% of 340,000 active; in the data active = inhibition mostly above about 23%, no sharp cut-off; inactive = mostly below about 18%;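 also: 0% = cells with DMSO and 100% = no-cell wells with DMSO; some compounds called inactive have numbers as strong as hits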
# Target sequence (P47898 whole entry, looked up): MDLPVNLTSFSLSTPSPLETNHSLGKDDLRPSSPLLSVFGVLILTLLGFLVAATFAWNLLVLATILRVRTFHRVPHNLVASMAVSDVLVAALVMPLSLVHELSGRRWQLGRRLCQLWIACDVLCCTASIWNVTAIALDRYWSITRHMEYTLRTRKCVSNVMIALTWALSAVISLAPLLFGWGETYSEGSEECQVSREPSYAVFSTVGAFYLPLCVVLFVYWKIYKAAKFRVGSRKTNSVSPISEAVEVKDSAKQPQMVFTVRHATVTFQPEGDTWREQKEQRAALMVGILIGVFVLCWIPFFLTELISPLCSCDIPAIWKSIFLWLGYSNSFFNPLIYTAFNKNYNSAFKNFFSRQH
# Pemphigus Ab inh – human desmoglein-3 autoantibody binding inhibition; P32926; DSG3-coupled beads, scFv-anti-DSG3-GFP binding, flow cytometry; hits give low values; binding (percent of control), % at 10 µM; 0.48% of 310,000 active;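 active = binding more than 3 SD below its plate's average and above zero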;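 also: hits lower antibody fragment binding to DSG3; some compounds called inactive have numbers as strong as hits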
# PfHsp90 yeast 2 – reduces growth (ATP signal) of yeast expressing P. falciparum Hsp90 | S. cerevisiae expressing PfHsp90, BacTiter-Glo ATP, 48 h; yeast lacking PDR1 and PDR3 efflux regulators | inhibition, % at 9.4 µM | 0.32% of 310,000 active;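 active = every replicate shows inhibition above about 80%, whatever the replicate mean, limit read from the data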;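 also: 0% = DMSO neutral controls and 100% = 20 µM radicicol positive controls; yeast relying on Plasmodium falciparum Hsp90 in place of its own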
# SUMO Mot1 rescue – SUMOylation pathway inhibition by Mot1-301 growth rescue. 1% of 320,000 active. growth rescue, % at 18.8 µM. AID 2716. S. cerevisiae Mot1-301 growth rescue, ATP luminescence, 38.5C; percent above DMSO median, 100 means doubled;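 active = every valid replicate shows activation above 250% relative to neutral control wells; inactive = the rest, any valid replicate at or below 250%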;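 also: OY570 slx delta 5 strain wells were the positive control but not used for scaling; some compounds called inactive have numbers as strong as hits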
# MOR-DOR ag – OPRM1-OPRD1 heterodimerization agonism; 0.3% of 340,000 active; cells, luminescence; activation, % at 9.3 µM; P35372+P41143; AID 504326; in the data active = activation above about 18%;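 also: 0% = vehicle-treated cells and 100% = reference agonist; values of inactives mirror those of a sister screen read the other way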
# PKA-R1A act – PKA-R1A complex activation; AID 504707; P00514+P68181; 0.083% of 340,000 active; activation, % at 11.4 µM; PKA-R1A dissociation, Cy5-IP20 fluorescence polarization; scaled: DMSO 0%, 113 µM cGMP 100%;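 active = percent activation above the mean of all tested compounds plus 3 SD, cut at about 19% in these data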;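 also: higher means more PKAc released from R1A so a rise in polarization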
# E coli growth – reduces bacterial viability in AddAB counter-screen; AID 449728; inhibition, % at 11.9 µM; 0.27% of 330,000 active; E. coli V3065 growth, OD600 absorbance, 18 h;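 active = inhibition above the campaign's mean inhibition across all tested compounds plus 3 SD, cut at about 9.9% in these data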;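 also: uninfected addAB+ strain grown without phage in ampicillin broth; 0% = DMSO wells and 100% = ciprofloxacin 0.95 µg/ml wells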
# phage Ecoli inh – E. coli growth loss with phage present; growth absorbance; 0.26% of 360,000 active; inhibition, % at 11.9 µM; in the data active = inhibition above about 11%
# HTR5A ag ctr – counter-screen for OPRM1-OPRD1 agonists: human HTR5A agonism. P47898. activation, % at 9.3 µM. HTR5A agonist assay, luminescence, cell-based. 0.61% of 340,000 active; in the data active = activation mostly above about 9.5%, no sharp cut-off; inactive = mostly below about 7.6%;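 also: 0% = cells with vehicle only and 100% = reference agonist; strong numbers were not always called active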
# MOR-DOR inv ag – inverse agonist of human OPRM1-OPRD1 heterodimerization; P35372+P41143; cell-based MOR-DOR heterodimer luminescence, inverse agonism; inhibition, % at 9.3 µM; 0.21% of 340,000 active; in the data active = inhibition above about 22%, passing the limit was not always enough;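 also: 0% = cells with DMSO and 100% = wells without cells with DMSO; values of inactives mirror those of a sister screen read the other way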
# * hit, by the source's call; nt = no result given.
SMILES,AddAB inh,HTR5A inv ctr,Pemphigus Ab inh,PfHsp90 yeast 2,SUMO Mot1 rescue,MOR-DOR ag,PKA-R1A act,E coli growth,phage Ecoli inh,HTR5A ag ctr,MOR-DOR inv ag
Cc1cccc(-c2nc(CS(=O)CC(=O)NC3CCCC3)c(C)o2)c1 (centres undefined),nt,-2.8,103.6,-13.2,nt,1.4,-12.9,nt,0.5,3.3,-7.8
COCn1c(COc2ccc3ccccc3c2)nc2ccccc21,1.2,12.8,105.5,5.2,4.9,-0.8,-5.0,0.6,1.3,1.9,3.4
CCC/C=C1/CCCOC(C(=O)NCc2ccccc2)(C(F)(F)F)C1 (centres undefined),2.6,-31.3,111.2,0.5,-0.1,5.4,-4.2,3.6,1.1,10.7,-31.1
O=C(O)c1cccc(Cn2c(Cl)c(/C=N/NC(=O)c3cccc(O)c3)sc2=O)c1,1.8,8.3,89.4,-3.7,-5.5,-1.5,-1.1,1.8,0.0,-0.7,8.0
COc1cccc(OCC(=O)Nc2ccccc2C(=O)Nc2ccc(C(=O)O)cc2)c1,3.3,22.7,111.1,-38.4,4.5,0.8,10.7,0.1,2.3,-8.9,-3.3
C=CCOc1c(Br)cc(CNn2c(C)n[nH]c2=S)cc1OCC,1.9,11.4,93.2,12.4,-7.8,-2.7,-4.0,-3.0,0.5,-3.1,12.7
CC1CCCCN1C(=O)CSc1nnc(-c2cccnc2)o1 (centres undefined),2.2,18.1,nt,-8.0,-15.7,1.8,-4.2,1.1,1.8,-6.8,-13.1
CCCCNC(=O)COC(=O)c1cc(C)oc1C,0.4,-45.2,94.6,6.0,13.1,-1.9,-10.3,0.8,3.8,1.6,10.1
O=S(=O)(NCC1(N2CCOCC2)CCCCC1)c1ccc(F)cc1,0.8,-10.8,97.9,12.8,2.5,0.2,-0.9,2.3,2.4,2.6,-1.4
CS(=O)(=O)N(CC(=O)Nc1cc(Cl)ccc1Cl)c1ccccc1Cl,2.5,-2.2,104.5,5.6,-20.1,1.5,8.9,-0.8,2.7,0.9,-7.9
O=c1cc(-c2ccccc2)nc(N2CCCCC2)[nH]1,0.1,1.6,116.5,nt,53.8,1.4,0.2,-0.6,3.9,-0.1,-8.0
C=CCNC(=O)c1cc2c(=O)n3cccc(C)c3nc2s1,1.0,-14.7,97.1,-9.0,16.8,0.0,-7.4,-1.2,2.1,4.0,-0.1
O=C(COc1ccc([N+](=O)[O-])cc1)NN=C1CCCC1,2.7,22.3,102.7,-16.8,10.6,-0.3,-0.2,-2.3,-0.2,-3.7,1.5
O=C(Cn1cnc2c(cnn2-c2ccccc2)c1=O)NCCc1ccccc1,-1.2,-14.6,104.6,-6.6,-3.6,-1.5,-12.9,-0.5,1.7,5.2,8.3
N#Cc1cc(C(=O)c2ccccc2OCC(=O)Nc2ccccc2)cn(C2CCCCC2)c1=O,4.7,20.1,81.6,16.9,-10.1,-2.8,-2.5,0.8,5.2,-4.7,13.9
Cc1ccc(-c2nnn(CC(=O)Nc3ccccc3-c3ccccc3)n2)c(-n2cnnn2)c1,nt,3.1,103.0,2.5,nt,-0.6,3.3,nt,1.6,-1.1,3.3
O=C(Nc1ccccn1)c1ccc2ccccc2n1,0.8,-10.6,107.9,-19.7,311.0,-2.6,6.6,-1.4,1.4,8.9*,12.8
COC(=O)c1ccc(NC(=O)CSc2nnc(-c3cccnc3)o2)cc1,0.7,-13.6,94.7,1.2,-9.1,-2.5,-7.0,-0.6,1.4,5.3,13.3
CC(C)C(c1nnnn1C1CCCCC1)N1CCN(c2ncccn2)CC1 (centres undefined),0.4,4.3,nt,-3.7,102.1,0.2,0.0,-0.1,-0.1,-2.6,-1.2
Cc1ccc(S(=O)(=O)NNC(=O)C2Cc3c(ccc4ccccc34)O2)cc1 (centres undefined),1.2,-33.5,107.5,6.0,nt,6.2,-8.3,-0.9,0.8,6.0,-33.2
O=S(=O)(c1ccc(SCCOc2ccccc2)nc1)N1CCCC1,0.9,4.4,98.3,nt,10.7,1.9,-4.4,-1.8,2.0,2.4,-7.5
CCCCc1c(C)[nH]c(C(=O)OCC)c1C,1.2,0.0,108.0,17.6,98.2,10.2,-0.6,1.8,0.1,0.0,-48.5
COc1cc(/C=C/C(=O)OCC(=O)N2c3ccccc3NC(=O)C2(C)C)cc(OC)c1OC,-0.4,-1.9,100.3,nt,1.8,0.2,-10.5,0.5,2.9,1.5,-0.8
COc1cccc(C(=O)Nc2cccc(SC)c2)c1,1.1,4.7,nt,-1.5,-16.5,3.3,0.3,1.8,1.8,-1.9,-14.0
CC(C)(C)OC(=O)C[C@@H]1C/C=C\C[C@H](CC(=O)N[C@H](CO)Cc2ccccc2)C(=O)N[C@H](Cc2ccccc2)COC1=O,-3.7,11.1,102.6,-5.5,-15.3,-2.4,5.3,-3.9,0.8,-4.4,13.3
CCC(C)c1ccc(NC(=O)C2CCN(c3ccc(C(F)(F)F)cn3)CC2)cc1 (centres undefined),5.0,6.1,77.7,-2.4,54.9,3.5,-6.3,3.3,4.3,4.0,-17.7
Cc1noc(C)c1CSCC(=O)N(C)CC(=O)Nc1ccc(Cl)c(Cl)c1,1.1,-1.0,110.6,-8.3,-11.1,-0.2,1.7,1.6,6.2,0.4,0.9
CCN(CC)C(=O)CSc1ncnc2c1cnn2Cc1ccccc1,0.9,2.8,95.9,-0.6,6.5,0.2,-1.0,-0.5,2.1,2.2,-0.8
CCc1ccc(/C([O-])=C(/C(=S)NCCN2CCOCC2)[n+]2ccccc2)cc1,0.8,1.1,95.8,13.5,nt,-3.1,-3.1,2.6,2.0,-0.4,16.1
COc1ccc(C(=O)NCCNC(=O)c2cnccn2)cc1OC,3.8,-13.8,106.0,-21.9,-0.8,-1.1,3.0,-0.1,0.2,4.9,5.9

# Copied from above (three entries):
SMILES,AddAB inh,HTR5A inv ctr,Pemphigus Ab inh,PfHsp90 yeast 2,SUMO Mot1 rescue,MOR-DOR ag,PKA-R1A act,E coli growth,phage Ecoli inh,HTR5A ag ctr,MOR-DOR inv ag
CCN(CC)C(=O)CSc1ncnc2c1cnn2Cc1ccccc1,0.9,2.8,95.9,-0.6,6.5,0.2,-1.0,-0.5,2.1,2.2,-0.8
CCc1ccc(/C([O-])=C(/C(=S)NCCN2CCOCC2)[n+]2ccccc2)cc1,0.8,1.1,95.8,13.5,nt,-3.1,-3.1,2.6,2.0,-0.4,16.1
COc1ccc(C(=O)NCCNC(=O)c2cnccn2)cc1OC,3.8,-13.8,106.0,-21.9,-0.8,-1.1,3.0,-0.1,0.2,4.9,5.9

# Structural class: those above with a COOH group
SMILES,AddAB inh,HTR5A inv ctr,Pemphigus Ab inh,PfHsp90 yeast 2,SUMO Mot1 rescue,MOR-DOR ag,PKA-R1A act,E coli growth,phage Ecoli inh,HTR5A ag ctr,MOR-DOR inv ag
O=C(O)c1cccc(Cn2c(Cl)c(/C=N/NC(=O)c3cccc(O)c3)sc2=O)c1,1.8,8.3,89.4,-3.7,-5.5,-1.5,-1.1,1.8,0.0,-0.7,8.0
COc1cccc(OCC(=O)Nc2ccccc2C(=O)Nc2ccc(C(=O)O)cc2)c1,3.3,22.7,111.1,-38.4,4.5,0.8,10.7,0.1,2.3,-8.9,-3.3

# Additional records:
SMILES,AddAB inh,HTR5A inv ctr,Pemphigus Ab inh,PfHsp90 yeast 2,SUMO Mot1 rescue,MOR-DOR ag,PKA-R1A act,E coli growth,phage Ecoli inh,HTR5A ag ctr,MOR-DOR inv ag
Cn1c(COc2ccc(F)cc2)nnc1SCC(=O)NC1CC1,-0.1,-14.0,104.7,18.3,4.6,-3.2,1.2,-0.9,0.1,5.8,16.6
O=C(NC1CCCC1)C(c1ccccc1)N(C(=O)c1ccno1)c1ccccc1 (centres undefined),1.4,-8.1,92.7,3.2,63.7,0.2,-4.5,3.3,1.9,2.3,-1.1
O=C(N/N=C/c1c[nH]c2ccc(Br)cc12)c1ccn(Cc2ccc(Cl)cc2)n1,3.0,-25.8,99.2,nt,-16.3,0.6,2.4,-3.3,0.4,11.8,-3.0
Cc1cc(=O)oc2c(C)c(OC(C)C(=O)NCC3CCC(C(=O)O)CC3)ccc12 (centres undefined),3.2,-6.5,nt,-0.3,-24.8,-2.0,-3.7,-1.0,4.0,-2.0,10.2
O=C(COC(=O)Cc1ccccc1F)Nc1ccc(SC(F)F)cc1,2.1,3.6,96.0,-13.4,-7.7,7.9,3.6,0.5,4.8,8.0,-41.8
Clc1cccc(CN2CCC(Cc3ccccc3)CC2)c1,1.4,-4.7,105.2,9.1,55.8,0.2,-9.5,1.4,2.6,4.1,-1.1
O=c1c(Br)c(N2CCCC2)cnn1-c1ccccc1,0.4,-14.4,110.2,-4.0,1.5,-2.1,0.2,0.2,2.8,1.3,11.2
CCC12CN(S(=O)(=O)c3ccc(C)cc3)CC(CC)(CN(S(=O)(=O)c3ccc(C)cc3)C1)C2=O,0.0,-7.9,100.3,nt,430.7,-2.1,8.7,-0.9,0.6,1.2,11.5
O=C1C(NS(=O)(=O)c2cccs2)=C(N2CCN(c3cccc(Cl)c3)CC2)C(=O)c2ccccc21,0.5,15.3,96.3,-8.5,-3.3,1.4,3.2,1.4,2.9,-4.4,-8.2
COc1cc(N2Cc3ccccc3C2)ccc1C=O,0.8,5.8,102.8,-6.6,1.5,-3.5,-8.2,-1.7,1.6,-1.7,17.1
COC(=O)c1ccccc1NC(=O)COC(=O)c1ccco1,2.5,10.0,103.9,nt,26.9,-1.7,3.8,-1.5,3.1,-3.7,9.1
O=C(Nc1ccccc1)C1=C[C@H](c2ccccc2)C[C@H](OCc2ccc(CO)cc2)O1,0.3,3.5,103.9,18.5,-4.4,-0.4,0.9,1.7,3.3,-1.4,2.3
CCOC(=O)C1=CN(CC)S(=O)(=O)NC1c1ccc(C(F)(F)F)cc1 (centres undefined),0.7,7.3,91.8,7.4,nt,-2.1,-3.2,1.2,3.5,-1.9,10.5
Cc1ccc(/C=N/NC(=O)CSc2nc3nc(C)cc(C)n3n2)cc1,-0.7,21.1,103.6,-1.7,-2.3,0.2,-4.6,0.1,3.3,4.2,-1.1
